High-throughput results (PubChem BioAssay)
CRFR2-BP ag: agonists of CRF-BP/CRF-R2 complex, primary screen, cell-based, HEK293, calcium dye fluorescence, uHTS; calcium dye fluorescence (FLIPR); percent of saturating CRF peptide response; activation, % at 13.2 µM; actives 0.46% (n = 350,000);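 active = activation of at least 50%, plus an integration ratio under a set limit after plate pattern correction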;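 note: plate controls were neutral control wells without compound for no effect and CRF at EC100 for full effect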
CHRM4 PAM: human M4 muscarinic receptor positive allosteric modulators, primary screen, CHO-K1 cells, Fluo-8 calcium fluorescence | Muscarinic acetylcholine receptor M4 (Homo sapiens), P08173 | CHO-K1 hM4/Gqi5, ACh EC20; 0% = ACh EC20, 100% = maximal ACh | activation, % at 3 µM | actives 0.4% (n = 360,000);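 active = activation above its plate's cutoff, the mean activation of sample wells plus 3 SD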; note: some results filed as inactive read as strong as hits
Target sequence (P08173 whole entry, looked up): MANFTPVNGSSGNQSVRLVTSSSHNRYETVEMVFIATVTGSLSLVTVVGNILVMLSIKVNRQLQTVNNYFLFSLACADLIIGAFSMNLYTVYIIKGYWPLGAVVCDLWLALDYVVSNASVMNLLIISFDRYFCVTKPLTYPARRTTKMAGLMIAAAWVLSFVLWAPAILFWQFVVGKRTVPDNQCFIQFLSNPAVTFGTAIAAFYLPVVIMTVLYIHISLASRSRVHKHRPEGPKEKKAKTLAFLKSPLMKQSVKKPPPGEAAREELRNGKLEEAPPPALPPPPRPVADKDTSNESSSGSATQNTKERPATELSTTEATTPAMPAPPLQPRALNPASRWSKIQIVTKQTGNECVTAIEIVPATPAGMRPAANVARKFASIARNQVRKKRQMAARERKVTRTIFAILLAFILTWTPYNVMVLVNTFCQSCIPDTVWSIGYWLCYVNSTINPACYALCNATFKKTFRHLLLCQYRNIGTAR
M5 antag: human M5 muscarinic receptor antagonists, primary screen, CHO cells, Fluo-8 calcium fluorescence; actives 0.59% (n = 360,000); AID 624040, 2012; Muscarinic acetylcholine receptor M5 (Homo sapiens), P08912; inhibition, % at 3 µM; CHO-hM5 cells, ACh EC80;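 active = inhibition above a per-plate cutoff, the mean of that plate's test compounds plus 3 SD, cut at about 27% in these data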;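 note: 0% = acetylcholine EC80 with DMSO and 100% = DMSO without agonist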
CHRM1 PAM: human M1 muscarinic receptor positive allosteric modulators, primary screen, CHO-K1 cells, Fluo-8 calcium fluorescence, 1536-well; CHO-K1 hM1, ACh EC20; 0% = ACh EC20, 100% = maximal ACh; actives 0.088% (n = 360,000); activation, % at 3 µM; Muscarinic acetylcholine receptor M1 (Homo sapiens), P11229; in the data active = activation above about 19%, passing the limit was not always enough
Target sequence (P11229 whole entry, looked up): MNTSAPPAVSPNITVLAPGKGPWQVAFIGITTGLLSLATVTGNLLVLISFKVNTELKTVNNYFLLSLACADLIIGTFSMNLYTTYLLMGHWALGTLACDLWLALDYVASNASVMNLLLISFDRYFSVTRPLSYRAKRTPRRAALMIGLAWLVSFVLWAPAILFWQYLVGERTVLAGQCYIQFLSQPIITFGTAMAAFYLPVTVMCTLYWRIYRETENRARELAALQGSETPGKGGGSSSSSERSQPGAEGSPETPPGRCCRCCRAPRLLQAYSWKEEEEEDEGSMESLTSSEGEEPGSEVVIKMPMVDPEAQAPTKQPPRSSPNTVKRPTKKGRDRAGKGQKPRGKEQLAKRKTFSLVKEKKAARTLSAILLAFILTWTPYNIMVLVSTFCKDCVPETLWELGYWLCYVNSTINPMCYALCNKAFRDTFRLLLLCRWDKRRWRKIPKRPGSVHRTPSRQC
CHRM4 antagonist: human M4 muscarinic receptor antagonists, primary screen, CHO cells, Fluo-8 calcium fluorescence | Muscarinic acetylcholine receptor M4 (Homo sapiens), P08173 | CHO-hM4 cells, ACh EC80 | inhibition, % at 3 µM | actives 0.73% (n = 360,000);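 active = inhibition above its plate's cutoff, the mean inhibition of sample wells plus 3 SD, cut at about 27% in these data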;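 note: 0% = acetylcholine EC80 with DMSO and 100% = DMSO without agonist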
M4 ag: human M4 muscarinic receptor agonists, primary screen, CHO-K1 cells, Fluo-8 calcium fluorescence; actives 0.14% (n = 360,000); AID 624127, 2012; activation, % at 3 µM; CHO-K1 hM4/Gqi5; vehicle 0%, full acetylcholine response 100%;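 active = activation above the run mean over all test wells plus 3 SD, cut at about 32% in these data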;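 note: peak over basal fluorescence ratio per well then scaled between controls; 0% = DMSO wells and 100% = acetylcholine at EC100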
CHRM5 PAM: human M5 muscarinic receptor positive allosteric modulators, primary screen, CHO-K1 cells, Fluo-8 calcium fluorescence. activation, % at 3 µM. actives 0.3% (n = 360,000). CHO-K1 hM5, ACh EC20 PAM; 0% = ACh EC20, 100% = ACh EC100;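 active = activation above the run cutoff, the mean activation of all test compounds plus 3 SD, cut at about 18% in these data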
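System: CHO-K1 hM5 cells. Reagent: acetylcholine, EC20 level. Compound dosing: single dose, 3 µM nominal final test concentration. Timing: Post-acetylcholine fluorescence recording 140 s. Detection: Fluo-8 calcium fluorescence. Read-out: % activation, ACh-normalized. Benchmarks: ACh EC20 and EC100 wells. Repeats: singlicate, one well per test compound.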
CHRM5 agonist: human M5 muscarinic receptor agonists, primary screen, CHO-K1 cells, Fluo-8 calcium fluorescence; actives 0.19% (n = 360,000); activation, % at 3 µM; Muscarinic acetylcholine receptor M5 (Homo sapiens), P08912; AID 624037, 2012; CHO-K1 hM5 cells; 0% DMSO wells, 100% maximal acetylcholine response;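 active = activation above the run's mean over test compounds plus 3 SD, cut at about 23% in these data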;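 note: signal is peak over basal fluorescence ratio across the kinetic read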
M1 antag: human M1 muscarinic receptor antagonists, primary screen, CHO-K1 cells, Fluo-8 calcium fluorescence, 1536-well; CHO-K1 hM1, ACh EC80 antagonist; inhibition, % at 3 µM; actives 1.3% (n = 360,000);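 active = percent inhibition above its own plate's cutoff, namely the mean of that plate's compound wells plus 3 SD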;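 note: peak over basal fluorescence ratio during 140 s after agonist addition; 0% = ACh EC80 plus DMSO and 100% = DMSO alone without agonist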
* = called active by the depositor; / = no result given.

SMILES | CRFR2-BP ag | CHRM4 PAM | M5 antag | CHRM1 PAM | CHRM4 antagonist | M4 ag | CHRM5 PAM | CHRM5 agonist | M1 antag
CC(C(=O)N1CCc2ccccc21)n1cccc1 (centres undefined) | 2.0 | -4 | -1 | 5 | 7 | -1 | 7 | -13 | -9
O=C(O)CCCSCC(=O)Nc1ccccc1 | 6.1 | 13 | -4 | 14 | -6 | 0 | 5 | 1 | -10
COC(=O)c1sc(SC)c(-c2ccon2)c1C | -0.3 | -12 | 17 | -9 | 5 | 0 | -14 | -16 | 5
C#CCOCCOCCOCCNc1nc(N2CCN(C(=O)CCCCCCCCCCNC(=O)[C@H](CCCCN)n3cc(CCCC(=O)O)nn3)CC2)nc(N2CCN(C(=O)CCCCCCCCCCNC(=O)[C@@H]([C@H](C)O)n3cc(C)nn3)CC2)n1 | 5.7 | 18 | 5 | 13 | 6 | 12 | 2 | 7 | -17
Cc1cc(C(F)F)n2nc(C(=O)Nc3ccc(F)cc3F)nc2n1 | -1.5 | -4 | -7 | 6 | 4 | 0 | 3 | -2 | -10
O=C(COC(=O)c1cccs1)Nc1ccccc1Cl | -0.3 | -7 | 8 | 2 | 9 | 1 | 1 | -2 | 4
Cc1nc2ccc(S(=O)(=O)c3ccc4nc(C)[nH]c4c3)cc2[nH]1 | -1.6 | -2 | -2 | 7 | 2 | -1 | -1 | -1 | -44
Cc1ccc(NC(=O)COC(=O)c2ccc(OC(F)F)cc2)cc1S(=O)(=O)N1CCCCC1 | 9.7 | 1 | 21 | 4 | 3 | 0 | -2 | 0 | -5
O=C(CNS(=O)(=O)/C=C/c1ccccc1)OCC(=O)N1CCC(Cc2ccccc2)CC1 | 8.8 | -8 | 16 | -3 | 5 | 10 | -19 | -7 | 8
OCCNc1nc(Nc2ccc(Cl)cc2)nc(N2CCCC2)n1 | 1.1 | 4 | 1 | 1 | -15 | 0 | 4 | -1 | 0
CCN(CC)S(=O)(=O)c1ccc(NC(=O)CN(c2ccc(OC)cc2OC)S(C)(=O)=O)cc1 | 0.6 | -4 | 4 | 7 | -7 | 5 | -8 | -4 | -8
COc1ccc(/C(N)=N/OC(=O)Cc2ccccc2)cc1 | 0.1 | -1 | -1 | 4 | -3 | -1 | 3 | -2 | -2
Nc1ccn([C@@H]2O[C@H](C(=O)Nc3cc(C(F)(F)F)cc(C(F)(F)F)c3)[C@@H](O)[C@H]2O)c(=O)n1 | / | 3 | 4 | 9 | -7 | 1 | -2 | 0 | -28
CC(=O)c1cccc(CN2CCC(n3nccc3NC(=O)CCCc3ccccc3)CC2)c1 | -0.6 | -8 | -20 | -3 | -3 | 9 | 10 | 2 | 3
COc1ccc(NC(=S)NN(C)C(=S)Nc2ccc(OC)cc2)cc1 | -4.7 | -5 | 2 | 10 | -7 | 1 | -3 | -2 | -18

The list goes on; it opens with the 5 that closed the last part.
SMILES | CRFR2-BP ag | CHRM4 PAM | M5 antag | CHRM1 PAM | CHRM4 antagonist | M4 ag | CHRM5 PAM | CHRM5 agonist | M1 antag
CCN(CC)S(=O)(=O)c1ccc(NC(=O)CN(c2ccc(OC)cc2OC)S(C)(=O)=O)cc1 | 0.6 | -4 | 4 | 7 | -7 | 5 | -8 | -4 | -8
COc1ccc(/C(N)=N/OC(=O)Cc2ccccc2)cc1 | 0.1 | -1 | -1 | 4 | -3 | -1 | 3 | -2 | -2
Nc1ccn([C@@H]2O[C@H](C(=O)Nc3cc(C(F)(F)F)cc(C(F)(F)F)c3)[C@@H](O)[C@H]2O)c(=O)n1 | / | 3 | 4 | 9 | -7 | 1 | -2 | 0 | -28
CC(=O)c1cccc(CN2CCC(n3nccc3NC(=O)CCCc3ccccc3)CC2)c1 | -0.6 | -8 | -20 | -3 | -3 | 9 | 10 | 2 | 3
COc1ccc(NC(=S)NN(C)C(=S)Nc2ccc(OC)cc2)cc1 | -4.7 | -5 | 2 | 10 | -7 | 1 | -3 | -2 | -18
C=CCNC(=O)c1onc(CSc2cccc(C)c2)c1C(=O)O | 3.9 | 0 | 13 | 7 | 4 | -1 | 0 | 0 | -5
CCC(=O)Nc1c2c(nn1-c1ccccc1C)CSC2 | -1.4 | 8 | 0 | -7 | 5 | 0 | -1 | 0 | 13
Cc1cccc(C)c1NC(=O)CNC(=O)C1COc2ccccc2O1 (centres undefined) | 0.0 | 13 | 4 | 10 | 3 | 1 | -1 | -1 | -10
NS(=O)(=O)c1cc([N+](=O)[O-])ccc1NCc1cccnc1 | 3.2 | 4 | 1 | 2 | 0 | 1 | 0 | -4 | 5
O=C(OCc1ccc(Cl)cc1)c1cccnc1Cl | 0.9 | -8 | 11 | 12 | 16 | 0 | -10 | -4 | -17
Cc1nn(CC(=O)OCC(=O)Nc2ccccc2[N+](=O)[O-])c(C)c1[N+](=O)[O-] | -1.0 | -2 | 8 | -2 | 6 | 2 | -1 | -2 | 0
CCOC(=O)C1=C(COC(=O)c2ncc(Cl)c(Cl)c2Cl)NC(=O)NC1C (centres undefined) | -0.5 | -4 | 6 | 3 | 14 | 2 | -10 | -6 | -1
Cc1ccc(NC(=O)NNS(=O)(=O)c2ccc(Br)cc2)cc1 | 0.6 | 14 | -7 | -1 | 12 | 0 | -1 | -3 | 6
Cn1c(=O)c2cn(-c3ccc4c(c3)OCCO4)cc2n(C)c1=O | -2.9 | 2 | -2 | -2 | 0 | 0 | -3 | -1 | -16
COCC1=C(C(=O)OC)C(c2cccs2)n2ncnc2N1 (centres undefined) | -0.6 | -6 | 5 | -6 | 7 | 0 | -2 | -1 | 16
CC(C(=O)NCC1CCCCC1)N(C)Cc1ccc(Br)cc1 (centres undefined) | 0.7 | -3 | 13 | -4 | 0 | 0 | -3 | -4 | -2
CC(NC(=O)C(=O)N/N=C/c1ccc(Cl)cc1)c1ccccc1 (centres undefined) | -2.5 | -9 | 15 | 3 | 10 | 0 | -5 | -1 | -2
CC(c1ccccc1)N(NC(=O)C(O)(c1ccccc1)c1ccccc1)C(=O)c1ccccc1 (centres undefined) | -0.3 | -4 | -4 | 1 | 5 | 0 | 3 | 1 | 2
COc1ccccc1-n1cc(CN2CCN(CC(C)C)C(CCO)C2)cn1 (centres undefined) | 1.6 | -17 | 19 | 3 | -2 | 19 | -14 | -5 | 1
COC(=O)C1CCCN1C(=O)COc1ccc(Br)cc1Cl (centres undefined) | -3.5 | 1 | -4 | 9 | 2 | 1 | 4 | 0 | -1
Oc1oc(-c2ccc(Br)cc2)nc1C=Nc1ccc(Br)cn1 | 1.5 | 7 | 1 | 2 | -1 | 0 | 12 | 2 | 5
CCOC(=O)N(Cc1ccccc1)C1CC1 | -1.2 | 1 | 11 | 8 | 2 | 0 | 0 | 2 | -16
Cc1ccc(N2CC(C(=O)N3CCC(C(=O)Nc4nnc(C(C)(C)C)s4)CC3)CC2=O)cc1 (centres undefined) | -0.5 | 1 | -7 | 17 | 5 | 1 | 10 | -3 | -12
COc1ccc2cc(C3OCCO3)c(Cl)nc2c1 | -0.7 | -6 | 4 | 7 | 7 | 0 | 5 | 1 | -7
CS(=O)(=O)c1cccc(C(=O)OCCCC(=O)c2ccccc2)c1 | 0.6 | 8 | 1 | 3 | -7 | 6 | 1 | 3 | 11
CC(C)(C)n1cnc2cc(NCc3ccccc3O)ccc21 | 2.5 | -7 | -1 | 11 | -2 | 4 | 2 | -4 | -12
O=C(COc1ccc([N+](=O)[O-])cc1Cl)Nn1cnnc1 | -0.9 | 3 | -6 | 8 | 5 | 0 | 13 | 0 | -37
COC(=O)NNC1=CC(=O)CC(C)(C)C1 | 1.2 | -7 | -7 | 9 | -2 | 0 | -2 | -6 | -4
Cc1cc(C)cc(NC(=O)CN(C)S(=O)(=O)c2cccc3nsnc23)c1 | 1.4 | 4 | 4 | 6 | 0 | 3 | -7 | -13 | -8
Cc1ccccc1C(=O)NC(=S)Nc1cccc(NC(=O)C(C)C)c1 | -0.3 | 3 | 17 | 2 | 2 | 9 | -6 | 3 | 4
CC(=O)C1=C(O)C(=O)N(CCC(=O)O)C1c1ccccc1Cl (centres undefined) | 0.7 | 2 | -7 | -3 | 0 | 0 | -5 | 0 | 10
O=C(c1ccccc1F)N1CCN(c2cccc(C(F)(F)F)c2)CC1 | 1.6 | 0 | 18 | -7 | -3 | 4 | -3 | -3 | 5
Cn1c(N/N=C2\CCCc3ccccc32)nc2c1c(=O)n(Cc1ccccc1)c(=O)n2C | -1.0 | 0 | -2 | 4 | 4 | 1 | 2 | -2 | 1
O=C(COc1ccc(C2SCCS2)cc1)Nc1ccc(Cl)cc1 | 5.8 | 0 | 7 | 1 | 1 | 2 | 8 | -1 | -5
COc1cc2c(cc1OC)C(c1ccc(C)o1)CC(=O)N2 (centres undefined) | -1.1 | 8 | -3 | 6 | -17 | 0 | 0 | 2 | -9
O=C(Nc1ccc(Br)c2cccnc12)c1ccc(Cn2cc(Cl)cn2)o1 | 0.3 | 14 | 10 | 2 | 18 | 2 | 6 | -2 | -7
Cc1ccc(NC(=S)NC(NC(=O)c2ccccc2C)C(Cl)(Cl)Cl)c(C)c1 (centres undefined) | 0.6 | 7 | 6 | -5 | -8 | 9 | -12 | 5 | 15
CC(C)(c1cc(Br)c(O)c(Br)c1)c1cc(Br)c(O)c(Br)c1 | -1.1 | -3 | 3 | -2 | -19 | -1 | -6 | -2 | -7
COc1ccc(-c2nc(CS(=O)(=O)CC(=O)NCCCc3ccccc3)c(C)o2)cc1 | -0.2 | 0 | 0 | 2 | 4 | 1 | 0 | -4 | 4
CCCCCSc1nnc(-c2ccccc2N)c(=O)[nH]1 | 1.7 | 0 | -9 | 0 | 0 | 3 | 0 | 5 | -2
COc1ccc(S(=O)(=O)N2CCC(C(=O)Nc3nccs3)CC2)cc1 | 2.9 | 0 | 2 | 3 | -8 | 2 | -5 | -1 | 5
C/C(N)=C(/C#N)C(=O)COC(=O)CNS(=O)(=O)c1c(F)cccc1F | 0.1 | -3 | 4 | 4 | 2 | 0 | 11 | 1 | 0
CC(C)c1ccc(C(=O)CC2(O)C(=O)N(CN3CCOCC3)c3ccccc32)cc1 (centres undefined) | -0.6 | 3 | 2 | 5 | -4 | 1 | -4 | 1 | -2
O=C(Nc1ccc2nn(-c3ccccc3)nc2c1)c1cccs1 | 12 | 9 | -2 | 4 | -3 | 4 | 1 | 4 | -27
CC(=O)NCCN=C(C)c1sc2ccccc2c1O | -2.4 | 2 | -1 | -2 | 2 | 0 | -2 | -3 | -2
CCCn1cc([C@@H]2C[C@H]3CN(Cc4cccc(Cl)c4)C(=O)[C@]34CCCN24)c(C)n1 | 2.6 | -13 | 5 | 12 | 11 | 0 | -3 | -9 | -13
CC1(C)C(=O)Nc2ccccc2N1C(=O)COC(=O)c1cc(Cl)cc(Cl)c1 | -0.7 | -7 | 16 | -6 | 8 | 9 | -29 | -6 | 10
